NFkB binder = binds human NF-kappa-B p105 on microarray; P19838; Small molecule microarray, anti-His fluorescence binding; calls only; actives 1.3% (n = 17,000); AID 624139;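 active means spot fluorescence over background significantly raised, with a chance value under 7% in all four replicate spots of the compound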;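 further: probe protein is his-tagged human p50 processed subunit at 1 µg/ml; raw spot fluorescence signals with no normalization applied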
Target sequence (P19838 1-433 limits assumed): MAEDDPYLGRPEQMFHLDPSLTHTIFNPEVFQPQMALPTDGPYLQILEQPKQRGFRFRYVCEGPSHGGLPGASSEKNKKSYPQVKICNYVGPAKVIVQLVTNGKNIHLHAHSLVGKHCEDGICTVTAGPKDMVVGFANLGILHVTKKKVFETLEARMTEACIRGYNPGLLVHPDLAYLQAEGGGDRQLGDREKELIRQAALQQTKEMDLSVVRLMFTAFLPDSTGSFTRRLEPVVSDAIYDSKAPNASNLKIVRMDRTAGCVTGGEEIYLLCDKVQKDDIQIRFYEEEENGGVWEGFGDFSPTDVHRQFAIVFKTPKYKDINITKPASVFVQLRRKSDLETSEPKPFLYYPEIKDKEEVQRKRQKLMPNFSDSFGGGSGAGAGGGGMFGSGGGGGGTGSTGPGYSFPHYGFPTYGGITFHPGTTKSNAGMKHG
Calls only; i = inactive.

SMILES	NFkB binder
COc1ccc(C(=O)NC(CC(C)C)C(=O)O)cc1OC (centres undefined)	i
Cc1noc(C)c1NC(=O)Nc1cccc2c1O[C@@H](CN(C)S(=O)(=O)c1ccc(Cl)cc1)[C@@H](C)CN([C@@H](C)CO)C2=O	i
O=C(CSc1nnc(-c2ccccc2)n1-c1ccc(F)cc1)c1ccccc1	i
C[C@H](CO)N1C[C@H](C)[C@H](CN(C)Cc2ccccc2)Oc2ccc(NS(=O)(=O)c3cccs3)cc2CC1=O	i
CN1CCCN=C1/C=C/c1cccs1	i
CCC(CCCCC(=O)CCCCC1CCC(=O)O1)O[C@@H]1O[C@H](CO[C@@H]2O[C@H](CO)[C@@H](O)[C@H](O)[C@H]2O)[C@H](OC(=O)/C=C/c2ccc(O)cc2)[C@H](OC(C)=O)[C@H]1O (some centres undefined)	i
CCNc1nc(NC(C)(C)C)nc(SCC(N)=O)n1	i
Cn1nnnc1SCC1=C(C(=O)O)N2C(=O)[C@@H](NC(=O)[C@H](O)c3ccccc3)[C@H]2SC1	i
Cc1noc(C)c1NC(=O)Nc1cccc2c1O[C@@H](CN(C)Cc1ccc(Cl)c(Cl)c1)[C@@H](C)CN([C@H](C)CO)C2=O	i
C[C@H](CO)N1C[C@H](C)[C@@H](CN(C)C(=O)Nc2ccc(C(F)(F)F)cc2)Oc2ccc(NC(=O)c3ccncc3)cc2CC1=O	i
CN1CCN(C(=O)C2=C[C@@H](C3CCCCC3)C[C@@H](OCCCCO)O2)CC1	i
C[C@@H]1CN([C@H](C)CO)C(=O)c2cccc(NS(C)(=O)=O)c2O[C@@H]1CN(C)S(=O)(=O)c1cccs1	i
COCCNC(=O)CC1Sc2ccccc2NC1=O (centres undefined)	i
CC(C)NC(=O)N(C)C[C@H]1OCCCC[C@@H](C)Oc2ccc(NC(=O)CCCN(C)C)cc2C(=O)N([C@H](C)CO)C[C@@H]1C	i
C[C@@H]1CCCCO[C@H](CN(C)C(=O)c2ccncc2)[C@H](C)CN([C@H](C)CO)C(=O)c2cc(NS(C)(=O)=O)ccc2O1	i
COc1ccccc1S(=O)(=O)N(C)C[C@@H]1OCc2cn(nn2)CCCC(=O)N([C@@H](C)CO)C[C@@H]1C	i
C=C1C[C@@]23CCC4[C@](C)(C(=O)O)CCC[C@@]4(C)[C@]2(O)CCC1C3 (some centres undefined)	i
O=C(Nc1ccc(Cl)c(Cl)c1)C(Cc1ccccc1)N1C(=O)c2ccccc2C1=O (centres undefined)	i
Cc1nc2ccc(NC(=S)NCCCO)cc2nc1C	i
C[C@@H]1CN([C@@H](C)CO)C(=O)c2cc(NC(=O)C3CCCCC3)ccc2O[C@@H](C)CCCCO[C@@H]1CN(C)C(=O)Nc1ccc(F)cc1	i
C[C@@H]1CN([C@@H](C)CO)C(=O)c2cc(NS(=O)(=O)c3ccccc3)ccc2O[C@@H]1CN(C)Cc1ccc2c(c1)OCO2	i
Nc1nc(SCC(=O)Nc2ccc(F)cc2)n[nH]1	i
C[C@H](CO)N1C[C@H](C)[C@H](CN(C)CC2CC2)Oc2c(NC(=O)Nc3ccc(C(F)(F)F)cc3)cccc2C1=O	i
Cc1noc(C)c1NC(=O)Nc1ccc2c(c1)C(=O)N([C@H](C)CO)C[C@H](C)[C@H](CN(C)C(=O)NC(C)C)OCCCC[C@H](C)O2	i
C[C@H]1CN([C@@H](C)CO)C(=O)Cc2cc(NC(=O)Nc3ccccc3)ccc2O[C@@H]1CN(C)CC1CC1	i
C[C@H](CO)N1C[C@H](C)[C@@H](CN(C)C(=O)NC2CCCCC2)Oc2ccc(NC(=O)Nc3ccccc3)cc2C1=O	i
COC(=O)c1cccc(NC(=O)CSc2nc(=O)cc(N)n2-c2ccccc2)c1	i
CC1(C)Cc2c(sc3nc(SCc4ccccc4)nc(NCc4ccco4)c23)CO1	i
COc1ccc(S(=O)(=O)Nc2ccc3c(c2)CC(=O)N([C@H](C)CO)C[C@H](C)[C@@H](CN(C)CC2CC2)O3)cc1	i
COc1ccc(S(=O)(=O)N(C)CC(=O)Nc2c(C)cc(C)cc2C)cc1	i
C[C@@H]1CN([C@H](C)CO)C(=O)c2cccc(NS(=O)(=O)c3cn(C)cn3)c2O[C@H]1CN(C)Cc1ccc(Oc2ccccc2)cc1	i
Cc1nn(-c2nnc(C)c(=O)[nH]2)c(C)c1SCC(=O)Nc1ccc(F)cc1	i
C[C@H](CO)N1C[C@H](C)[C@@H](CN(C)CC2CC2)Oc2c(NS(=O)(=O)c3ccc(Cl)cc3)cccc2C1=O	i
C[C@@H]1CCCCO[C@H](CN(C)C(=O)c2ccncc2)[C@H](C)CN([C@@H](C)CO)C(=O)c2cc(NC(=O)CCC(F)(F)F)ccc2O1	i
O=C(O)C1=C[C@H](c2ccc(Br)cc2)C[C@H](OCCCCO)O1	i
CC(=O)C(O)(C(=O)OCc1ccc(O[C@@H]2O[C@H](CO)[C@@H](O)[C@H](O)[C@H]2O)cc1)C(C)C (some centres undefined)	i
COc1cc(NC(=O)C(C)Oc2ccc(Cl)cc2Cl)c(OC)cc1Cl (centres undefined)	i
CC(C)NC(=O)Nc1ccc2c(c1)C(=O)N([C@H](C)CO)C[C@@H](C)[C@H](CN(C)S(=O)(=O)c1ccccc1)OCCCC[C@H](C)O2	i
C[C@@H]1CCCCO[C@H](CN(C)C(=O)CCC(F)(F)F)[C@@H](C)CN([C@@H](C)CO)C(=O)c2cc(NS(C)(=O)=O)ccc2O1	i
C[C@H]1CN([C@@H](C)CO)C(=O)c2cc(NC(=O)Nc3ccc4c(c3)OCO4)ccc2O[C@@H]1CN(C)C(=O)Nc1ccc(C(F)(F)F)cc1	i
COC(=O)Nc1sc2c(c1C(=O)NCc1ccco1)CCCC2	i
CNC[C@@H]1Oc2ccc(NS(C)(=O)=O)cc2CC(=O)N([C@@H](C)CO)C[C@H]1C	i
COc1ccc2c(c1)c(=O)oc1c(C)c(OCC(=O)NCC3CCCO3)ccc12 (centres undefined)	i
C[C@@H]1CN([C@H](C)CO)C(=O)c2cccc(NC(=O)c3cnccn3)c2O[C@H]1CN(C)Cc1ccc(C(F)(F)F)cc1	i
C[C@@H]1CN([C@H](C)CO)C(=O)c2cccc(NC(=O)c3nc4ccccc4s3)c2O[C@H]1CN(C)CC1CC1	i
C[C@H](CO)N1C[C@H](C)[C@H](CN(C)C(=O)Nc2ccc(F)cc2)Oc2c(NC(=O)Nc3cccc4ccccc34)cccc2C1=O	i
Cc1noc(C)c1S(=O)(=O)N(C)C[C@H]1Oc2ccc(NS(=O)(=O)c3cn(C)cn3)cc2CC(=O)N([C@H](C)CO)C[C@@H]1C	i
C[C@@H]1CC[C@]2(C(=O)O)CC[C@]3(C)C(=CCC4[C@@]5(C)C[C@@H](O)[C@@H](O)C(C)(C)C5CC[C@]43C)C2[C@]1(C)O (some centres undefined)	i
COc1ccc(S(=O)(=O)Nc2ccc3c(c2)C(=O)N([C@H](C)CO)C[C@H](C)[C@@H](CN(C)Cc2ccc(Cl)c(Cl)c2)OCCCC[C@H](C)O3)cc1	i
CC[C@@H](CO)Nc1nc(NCc2ccccc2)c2ncn(C(C)C)c2n1	i

The closing seven records of the section before are carried over, then new ones follow:
SMILES	NFkB binder
C[C@@H]1CN([C@H](C)CO)C(=O)c2cccc(NC(=O)c3cnccn3)c2O[C@H]1CN(C)Cc1ccc(C(F)(F)F)cc1	i
C[C@@H]1CN([C@H](C)CO)C(=O)c2cccc(NC(=O)c3nc4ccccc4s3)c2O[C@H]1CN(C)CC1CC1	i
C[C@H](CO)N1C[C@H](C)[C@H](CN(C)C(=O)Nc2ccc(F)cc2)Oc2c(NC(=O)Nc3cccc4ccccc34)cccc2C1=O	i
Cc1noc(C)c1S(=O)(=O)N(C)C[C@H]1Oc2ccc(NS(=O)(=O)c3cn(C)cn3)cc2CC(=O)N([C@H](C)CO)C[C@@H]1C	i
C[C@@H]1CC[C@]2(C(=O)O)CC[C@]3(C)C(=CCC4[C@@]5(C)C[C@@H](O)[C@@H](O)C(C)(C)C5CC[C@]43C)C2[C@]1(C)O (some centres undefined)	i
COc1ccc(S(=O)(=O)Nc2ccc3c(c2)C(=O)N([C@H](C)CO)C[C@H](C)[C@@H](CN(C)Cc2ccc(Cl)c(Cl)c2)OCCCC[C@H](C)O3)cc1	i
CC[C@@H](CO)Nc1nc(NCc2ccccc2)c2ncn(C(C)C)c2n1	i
COc1ccc(CN(C)C[C@H]2Oc3ccc(NC(=O)Nc4ccc(OC)cc4)cc3C(=O)N([C@H](C)CO)C[C@@H]2C)cc1	i
COc1c(-c2ccc(O)cc2)oc2cc(O)cc(O)c2c1=O	i
CCOc1ccccc1C(=O)Oc1c(S(=O)(=O)c2ccc(C)cc2)c(C)nn1-c1ccccc1	i
COC(=O)CCSc1nc(SC)nc2sc3c(c12)CC(C)(C)OC3	i
CC1OC(O[C@H]2CC[C@@]3(C)C(CC[C@]4(C)C3CC=C3[C@@H]5CC(C)(C)C[C@@H](O)[C@]5(C)CC[C@]34C)[C@@]2(C)CO)C(OC2OC(C(=O)O)C(O)C(O)C2OC2OCC(O)C(O)C2O)C(O)C1O (some centres undefined)	i
COc1ccc(S(=O)(=O)N(C)C[C@H]2Oc3ccc(NC(=O)Cn4cnnn4)cc3C(=O)N([C@@H](C)CO)C[C@@H]2C)cc1	i
O=C(OCc1cccc([N+](=O)[O-])c1)c1ccc(NC(=O)c2ccco2)cc1	i
C[C@H]1[C@H](C)CC[C@]2(C(=O)O)CC[C@]3(C)C(=CC[C@@H]4[C@@]5(C)CC[C@H](O)C(C)(C)[C@@H]5CC[C@]43C)[C@H]12	i
C[C@@H]1CN([C@@H](C)CO)C(=O)c2cc(NC(=O)CCCN(C)C)ccc2O[C@H]1CN(C)Cc1ccncc1	i
Cc1noc(C)c1NC(=O)N(C)C[C@H]1Oc2ccc(NC(=O)CCN3CCOCC3)cc2CC(=O)N([C@@H](C)CO)C[C@H]1C	i
C[C@@H]1CCCCO[C@@H](CN(C)C(=O)C2CCCCC2)[C@@H](C)CN([C@@H](C)CO)C(=O)c2cc(NS(=O)(=O)c3ccccc3)ccc2O1	i
CC(C)C(NC(=O)c1ccc(O)cc1)C(=O)N1CCCC1C(=O)Nc1c(O)cccc1C(=O)O (centres undefined)	i
OCc1ccc(-c2cc[n+](Cc3cc4c(cc3Br)OCO4)cc2)cc1	i
COCCCNC(=O)[C@]1(Cc2ccccc2N=[N+]=[N-])N=C(c2ccc(OCCCO)cc2)O[C@@H]1c1ccccc1N=[N+]=[N-]	i
C[C@@H]1CN([C@H](C)CO)C(=O)CCCn2nncc2CO[C@H]1CN(C)S(=O)(=O)c1ccc2ccccc2c1	i
CC(C)(C)[C@@H]1C=C(C(=O)N2CCCCCCC2)O[C@H](OCc2ccc(CO)cc2)C1	i
Cc1noc(C)c1NC(=O)N(C)C[C@H]1Oc2ccc(NC(=O)C3CC3)cc2C(=O)N([C@@H](C)CO)C[C@H]1C	i
C[C@H](CO)N1C[C@H](C)[C@@H](CN(C)Cc2ccc(C(F)(F)F)cc2)Oc2c(NS(C)(=O)=O)cccc2C1=O	i
COc1ccc(CCNC(=O)[C@@H]2c3ccccc3C(=O)N(CC34CC5CC(CC(C5)C3)C4)[C@H]2c2ccc(CO)cc2)cc1	i
C[C@@H]1CCCCO[C@H](CN(C)C)[C@H](C)CN([C@H](C)CO)C(=O)c2cc(NC(=O)Nc3cccc4ccccc34)ccc2O1	i
CCOC(=O)c1c(NC(=O)C2CC(c3ccccc3O)=NO2)sc2c1CCCC2 (centres undefined)	i
C[C@H](CO)N1C[C@H](C)[C@H](CN(C)S(=O)(=O)c2cn(C)cn2)Oc2ccc(N(C)C)cc2CC1=O	i
Cc1noc(C)c1NC(=O)N(C)C[C@H]1Oc2c(cccc2N(C)C)C(=O)N([C@@H](C)CO)C[C@@H]1C	i
CC(=O)Nc1ccc(NC(=O)CSc2nnc(-c3ccc(N)cc3)n2C)cc1	i
C[C@H](CO)N1C[C@H](C)[C@@H](CN(C)C(=O)C2CCCCC2)OCCCC[C@H](C)Oc2ccc(NC(=O)c3ccncc3)cc2C1=O	i
CC1(C)CC[C@]2(C(=O)O)CC[C@]3(C)C(=CCC4[C@@]5(C)CC[C@H](O[C@@H]6O[C@H](C(=O)O)[C@@H](O[C@@H]7OC[C@@H](O)[C@H](O)[C@H]7O)[C@H](O)[C@H]6O)C(C)(C)C5CC[C@]43C)C2C1O (some centres undefined)	i
Cc1nc(S(=O)(=O)N[C@@H]2CCCN(Cc3ccc(OCCO)cc3)C2)cn1C	i
CNC[C@@H]1Oc2ccc(NS(C)(=O)=O)cc2CC(=O)N([C@@H](C)CO)C[C@@H]1C	i
COc1ccc(C#Cc2ccc3c(c2)[C@]2(C(=O)N3)[C@H](C(=O)O)[C@H]3C(=O)O[C@H](c4ccccc4)[C@H](c4ccccc4)N3[C@@H]2c2ccc(OCCO)cc2)cc1	i
COc1ccc(OC)c(NC(=O)CSc2nc(-c3ccccc3)cs2)c1	i
O=C(NCc1ccco1)c1cc(-c2cccc(Cl)c2)nc2ccccc12	i
COc1ccccc1NC(=O)N(C)C[C@H]1OCc2cnnn2CCCC(=O)N([C@H](C)CO)C[C@H]1C	i
O=C(NCCCn1ccnc1)C1CCC1	i
CNC[C@@H]1Oc2c(NC(=O)c3cc(C)nn3C)cccc2C(=O)N([C@H](C)CO)C[C@H]1C	i
C[C@@H]1CN([C@H](C)CO)C(=O)Cc2cc(N(C)C)ccc2O[C@@H]1CN(C)C(=O)Nc1ccc2c(c1)OCO2	i
C/C=C1\[C@H](O[C@@H]2O[C@H](CO)[C@@H](O)[C@H](O)[C@H]2O)OC=C(C(=O)OC)[C@H]1CC(=O)OC[C@H]1O[C@@H](OCCc2ccc(O)cc2)[C@H](O)[C@@H](O)[C@@H]1OC(=O)C[C@@H]1C(C(=O)OC)=CO[C@@H](O[C@@H]2O[C@H](CO)[C@@H](O)[C@H](O)[C@H]2O)/C1=C\C	i
CNC[C@H]1Oc2ccc(NC(=O)Nc3ccc(OC)cc3)cc2C(=O)N([C@H](C)CO)C[C@@H]1C	i

Screening data deposited in PubChem by Broad Institute.

Not all compounds are listed; rates above refer to the full screens.
